Bioassay records as filed in PubChem BioAssay.
TRPV1 ag = agonists of human vanilloid receptor 1 (TRPV1) | Q8NER1 | 320,000 compounds, 0.19% hits | TRPV1-expressing cells, Fluo-8 calcium influx, agonist mode | activation, % at 8.33 µM | AID 540275; in the data active = activation above about 80%; inconclusive = between about 30% and that limit; also: 0% is about no effect
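Cells expressing TRPV1 were dye-loaded with Fluo-8 and read kinetically: 10 s baseline, 3 min after compound (agonist portion), then 2 min after EC20 capsaicin (allosteric enhancer portion). Calcium-bound dye fluorescence at 480/520 nm.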
A-T KAP1 phos = potential ataxia-telangiectasia treatment. […] A-T fibroblasts, KAP-1 phosphorylation AlphaLISA; neocarzinostatin DNA damage 30 min before lysis. Potency, µM (highest dose often 57.5 µM), inactives show top-dose activation, hits mostly activators. 320,000 compounds, 0.19% hits. AID 485349; also: potency is read from the fitted curve at half-maximal effect; % of control where 0% means no effect; nearly all actives have a fitted effect of over 45% in size
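ATM-like activity read as KAP-1 phosphorylation via AlphaLISA donor/acceptor antibody pairs after lysis and 6 hr at 25C. Cells were ATM-null patient fibroblasts ([…], hTERT), dosed 60 min, then exposed to the DSB inducer NCS for 30 min.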
KCNH2 3.1 block = blocks the human KCNH2 3.1 channel isoform; U2OS KCNH2 3.1, thallium flux FluxOr; hits give low values; activity change, % (tested at about 1.8 µM); 340,000 compounds, 0.95% hits; AID 720553;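 active = maximum activity change below -70%; inconclusive = maximum activity change from -70% to -50%; inactive = maximum activity change above -50%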;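 also: thallium influx rate constant from kinetic fluorescence after stimulation buffer; % is scaled to controls: 0 for no effect and ±100 for the full control effect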
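Virally transduced U2OS (3.1 isoform, 4 h infection in dark at RT) → overnight 37 C → FluxOr + Red40 in HBSS/HEPES, 45 min → stimulation buffer, 2 min kinetic read → rate constant vs DMSO controls.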
GALK inh = inhibitors of human galactokinase. P51570. Purified GALK, Kinase-Glo residual ATP luminescence. Potency, µM (series often up to 57.5 µM), without a hit: at the top dose activity change, negative = inhibition, actives largely listed as inhibitors. 270,000 compounds, 0.007% hits. AID 1868; also: potency is read from the fitted curve at half-maximal effect; % is scaled to controls: 0 for no effect and ±100 for the full control effect
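Quantitative HTS: GALK 5 nM, ATP 35 uM, galactose 100 uM, 1 h room temperature, then luciferase-based ATP detection.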
KCNH2 WT inh = inhibitors of human wildtype KCNH2 potassium channel. Q12809. U2OS, BacMam KCNH2, thallium flux FluxOr; hits give low values. activity change, % at 1.84 µM. 340,000 compounds, 0.37% hits;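 active = maximum activity change below -70%; inconclusive = maximum activity change between -70% and -50%; inactive = maximum activity change above -50%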; also: % is scaled to controls: 0 for no effect and ±100 for the full control effect
Target sequence (Q12809 whole entry, looked up): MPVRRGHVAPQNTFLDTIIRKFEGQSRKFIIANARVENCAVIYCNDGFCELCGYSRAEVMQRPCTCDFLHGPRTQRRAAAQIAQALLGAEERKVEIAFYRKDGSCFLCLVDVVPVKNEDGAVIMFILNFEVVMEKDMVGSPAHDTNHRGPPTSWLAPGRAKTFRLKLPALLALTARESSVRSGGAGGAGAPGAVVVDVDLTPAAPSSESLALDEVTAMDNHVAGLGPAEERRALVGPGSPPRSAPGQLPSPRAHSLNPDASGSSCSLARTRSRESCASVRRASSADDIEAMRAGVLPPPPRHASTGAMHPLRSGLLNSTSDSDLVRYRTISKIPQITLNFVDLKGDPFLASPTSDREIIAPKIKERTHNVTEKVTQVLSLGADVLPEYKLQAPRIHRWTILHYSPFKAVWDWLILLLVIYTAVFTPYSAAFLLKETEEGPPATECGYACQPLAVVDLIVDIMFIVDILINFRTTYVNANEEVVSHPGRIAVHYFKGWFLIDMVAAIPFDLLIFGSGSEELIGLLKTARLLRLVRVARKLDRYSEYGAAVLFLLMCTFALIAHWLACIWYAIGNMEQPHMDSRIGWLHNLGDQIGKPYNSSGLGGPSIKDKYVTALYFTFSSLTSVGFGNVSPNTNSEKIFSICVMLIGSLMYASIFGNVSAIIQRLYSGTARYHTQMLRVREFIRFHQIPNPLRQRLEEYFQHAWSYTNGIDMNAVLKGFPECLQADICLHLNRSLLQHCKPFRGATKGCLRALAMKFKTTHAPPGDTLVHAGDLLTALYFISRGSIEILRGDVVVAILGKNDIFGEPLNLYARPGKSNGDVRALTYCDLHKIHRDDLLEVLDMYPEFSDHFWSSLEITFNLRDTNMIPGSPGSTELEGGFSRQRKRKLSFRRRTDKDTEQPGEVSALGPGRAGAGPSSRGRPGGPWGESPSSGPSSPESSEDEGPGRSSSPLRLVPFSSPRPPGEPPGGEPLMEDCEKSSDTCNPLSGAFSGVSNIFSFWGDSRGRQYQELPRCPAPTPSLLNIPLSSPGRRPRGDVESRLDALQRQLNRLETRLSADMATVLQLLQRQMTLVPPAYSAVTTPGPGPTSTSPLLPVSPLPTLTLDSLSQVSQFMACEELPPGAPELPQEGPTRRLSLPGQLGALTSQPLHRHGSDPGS
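U2OS cells transduced with wild-type KCNH2 virus are loaded with FluxOr dye for 45 min, and thallium flux is measured in kinetic reads before and after stimulation buffer. Rate constants are normalized to DMSO controls.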
FBPA coupling cs = coupling enzyme interference in Giardia aldolase counter-screen. 290,000 compounds, 0.67% hits. AID 2472. activity change, negative = inhibition, % at 58.2 µM, hits read low. coupling enzyme system counterscreen, AmpLite Red fluorescence; in the data active = activity change below about -30%; also: % is scaled to controls: 0 for no effect and ±100 for the full control effect
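Fluorescence at 525 nm excitation and 598 nm emission measured inhibition of the coupled detection system without aldolase. Compounds (at 57.5 uM final) were preincubated 10 min at room temperature with coupling enzyme reagent before a 20 min substrate/AmpLite Red step.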
MLL CXXC-DNA inh = blocks binding of human MLL CXXC domain to DNA. Q03164. MLL-CXXC / FITC-HOXA9 DNA fluorescence polarization. Potency, µM (highest dose often 115 µM), for inactives: top-dose activity change, negative = inhibition, usual class: inhibitors. 290,000 compounds, 0.037% hits. AID 2662; active = well fitted inhibition curve with a large enough effect in the polarisation, with a control signal flat, not every such curve was filed as active; inconclusive = small, poorly fitted or top-dose-only effect, or effect the other way, or a change in a side signal; inactive = no such curve, though single readings can be large or run the other way; the % refers to the polarisation; also: potency is read from the fitted curve at half-maximal effect
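Purified MLL-CXXC (added from a 7 uM solution) was preincubated 5 min at ambient with pinned compounds in 50 mM Tris-HCl pH 7.5, 50 mM NaCl, 1 mM DTT, 0.05% BSA. Fluorescein-labeled HOX-A9 DNA (50 nM solution) followed, 30 min, then polarization read.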
MBNL1 CUG block = inhibitors of human MBNL1 binding to CUG repeat RNA | TR-FRET MBNL1-His/biotin-(CUG)12 binding, 665/545 ratio | Potency, µM (series often up to 57.5 µM), for inactives: top-dose activity change, negative = inhibition, usual class: inhibitors | 280,000 compounds, 0.036% hits | Q9NR56; active = well fitted inhibition curve with a large enough effect in the signal ratio, with a control signal flat, not every such curve was filed as active; inconclusive = small, poorly fitted or top-dose-only effect, or effect the other way, or a change in a side signal; inactive = no such curve, though single readings can be large or run the other way; the % refers to the signal ratio; also: potency is read from the fitted curve at half-maximal effect; % is scaled to controls: 0 for no effect and ±100 for the full control effect
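Ratiometric TR-FRET (665 over 545 nm, excitation 340 nm) tracks disruption of MBNL1-His/biotin-(CUG)12 complex after 60 min at room temperature, with compounds at 92 nM to 58 uM final.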
ASM inhibitor = blocks human secretory acid sphingomyelinase. P17405. placental ASM, HMU-PC fluorogenic substrate, 60 min. Potency, µM (titrated, usually from 57.5 µM), without a hit: at the top dose activity change, negative = inhibition, hits mostly inhibitors. 340,000 compounds, 0.006% hits. AID 504937; also: potency is read from the fitted curve at half-maximal effect
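Human placenta-derived ASM enzyme was preincubated with compound for 10 minutes at room temperature, then given fluorogenic substrate HMU-PC0 (9 uM final) for 60 minutes at 37 °C; a pH 10 stop preceded fluorescence reading at Ex 386/Em 447 nm.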
Integrin act MD = integrin-mediated muscular dystrophy alleviation activation; alpha7betagal myoblasts, beta-gal FDG fluorescence, 48 h; Potency, µM (highest dose often 38.3 µM), for inactives: at the top dose activation, hits mostly activators; 350,000 compounds, 0.064% hits; AID 624291;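 also: potency is read from the fitted curve at half-maximal effect; 100% = response of the positive control SU9516; nearly all actives have a fitted effect of over 60% in size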
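alpha7betagal+/- myoblasts (passage 13, 250/well) treated 48 h at 37C with compounds at 1:260 dilution of DMSO stock. Lysed, then beta-galactosidase activity read as FDG fluorescence (ex 480/em 540) after 30 min, with pre-read for autofluorescence.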
An asterisk follows results filed as active; ? = inconclusive; · = no result given; [ ] = remark or other dose. Unless noted, calls follow the shape of the dose curve; as a rule, active = well fitted curve in the direction sought with a large enough effect; inconclusive = small, poorly fitted or top-dose-only effect, or another doubt; inactive = no such curve, though single readings can be large; an effect the other way counts as inactive or inconclusive.

SMILES	TRPV1 ag	A-T KAP1 phos	KCNH2 3.1 block	GALK inh	KCNH2 WT inh	FBPA coupling cs	MLL CXXC-DNA inh	MBNL1 CUG block	ASM inhibitor	Integrin act MD
CC(C)CCC(=O)N1CCOC1=O	-1	16%	-6	·	5	3	6%	-6%	3%	-21%
CS(=O)(=O)c1ccc(Cl)c(C(=O)OCC(=O)NC2CCCCCCC2)c1	3	-10%	-2	·	3	·	·	·	-1%	-21%
CCc1ccc(N2CC(C(=O)NCCC3=CCCCC3)CC2=O)cc1 (stereo not given)	?	7%	-4	4%	15	·	-3%	-5%	-1%	-26%
CN(CC(=O)Nc1c(Cl)cccc1Cl)C(=O)CNC(=O)c1ccc2ccccc2c1	-4	0%	-4	·	18	·	·	·	-2%	-6%
Cc1ccc(S(=O)(=O)N(C)C)cc1NC(=O)COC(=O)CNC(=O)C12CC3CC(CC(C3)C1)C2	2	0%	7	·	-1	·	·	·	·	5%
NS(=O)(=O)c1ccc(CNC(=O)CC23CC4CC(CC(C4)C2)C3)cc1	19	8%	-6	4%	3	-2	-3%	-7%	-1%	-5%
CN(CC(=O)Nc1c(Cl)cccc1Cl)C(=O)c1ccc2nc[nH]c2c1	6	-11%	-3	·	0	·	·	·	5%	18%
Cn1nccc1C(=O)N1CCc2ccccc21	-1	4%	0	0%	3	2	0%	?	2%	1%
Cc1cc(C)n(-c2ccc(C(=O)NCc3cccs3)cc2)n1	1	1%	7	6%	4	-1	2%	-3%	3%	0%
COc1cccc(NC(=O)COC(=O)c2c(C)nn(-c3ccccc3)c2C)c1	10	4%	20	·	-5	·	·	·	0%	8%
CC(CC1C(C#N)=C(N)OC2=C1C(=O)CCC2)c1ccccc1 (stereo not given)	4	5%	11	-1%	-3	-1	0%	-2%	7%	22%
CCOCCc1nnc(NC(=O)CSc2ccccc2)s1	2	-5%	-12	0%	1	4	-1%	-3%	-2%	19%
COc1ccc2c(Cl)c(C(=O)OCC(=O)c3ccc4c(c3)NC(=O)CO4)sc2c1Cl	8	?	2	1%	-8	-17	-4%	40%[activator]	-2%	8%
COc1ccc(CC(=O)NNC(=O)CSc2nc(C)c(C)c(=O)[nH]2)cc1	-7	2%	-4	-1%	1	2	2%	-9%	4%	8%
COC(=O)c1cc(S(=O)(=O)NCc2cccc(OC)c2)cn1C	-1	14%	1	·	7	0	·	-2%	-2%	22%

Continued; it opens with the 5 that closed the last part.
SMILES	TRPV1 ag	A-T KAP1 phos	KCNH2 3.1 block	GALK inh	KCNH2 WT inh	FBPA coupling cs	MLL CXXC-DNA inh	MBNL1 CUG block	ASM inhibitor	Integrin act MD
CC(CC1C(C#N)=C(N)OC2=C1C(=O)CCC2)c1ccccc1 (stereo not given)	4	5%	11	-1%	-3	-1	0%	-2%	7%	22%
CCOCCc1nnc(NC(=O)CSc2ccccc2)s1	2	-5%	-12	0%	1	4	-1%	-3%	-2%	19%
COc1ccc2c(Cl)c(C(=O)OCC(=O)c3ccc4c(c3)NC(=O)CO4)sc2c1Cl	8	?	2	1%	-8	-17	-4%	40%[activator]	-2%	8%
COc1ccc(CC(=O)NNC(=O)CSc2nc(C)c(C)c(=O)[nH]2)cc1	-7	2%	-4	-1%	1	2	2%	-9%	4%	8%
COC(=O)c1cc(S(=O)(=O)NCc2cccc(OC)c2)cn1C	-1	14%	1	·	7	0	·	-2%	-2%	22%
Cc1ccc(NC(=O)CN(C)C(=O)COc2cccc3ccc(C)nc23)cc1	·	-7%	-3	·	-5	·	·	·	1%	-9%
COc1ccnc(Oc2ccc(F)cc2)c1C(=O)N/C=N/OCc1ccc(F)cc1	0	5%	-2	-2%	8	6	-3%	-10%	-1%	12%
COc1ccc(N(CC(=O)NC2CCCCC2)C(=O)c2ccc(C)s2)cc1OC	3	2%	4	6%	-1	-4	-5%	-4%	7%	-24%
COC(=O)c1cc(OC)c(OC)cc1NC(=O)CN1CCCCC1	0	-1%	-4	-5%	4	1	3%	-11%	1%	19%
COc1ccc(S(=O)(=O)Cc2ccc(C(=O)NC3CCCC3)o2)cc1	-1	3%	-6	1%	0	-2	7%	-1%	3%	-3%
Cc1cc2c3nonc3ccc2n1C	3	-1%	12	0%	0	-7	2%	18%	21%	9%
CSc1nnc(-c2ccc(S(=O)(=O)N3CCOCC3)cc2)n1CC1CCCO1 (stereo not given)	-1	2%	6	-4%	7	-4	7%	-4%	4%	3%
C/C(CC(=O)Nc1ccc(N(C)C)cc1)=N\NC(=O)c1ccccc1O	?	-5%	-9	-6%	-9	1	-15%	11%	-3%	-1%
Cc1ccc(/C=C/C(=O)OCC(=O)NCCN2C(=O)CSC2=O)o1	-2	5%	1	-3%	-12	1	-14%	2%	3%	-5%
OC(c1ccccc1)(c1ccccc1)C1CCN(C(=S)Nc2ccc(F)cc2)CC1	·	4%	-9	·	6	·	·	·	-14%	11%
COCCN(C(=O)COC(=O)c1cccnc1SC)c1c(N)n(Cc2ccccc2)c(=O)[nH]c1=O	2	-2%	-12	·	-2	·	·	·	5%	15%
Cc1cc(N)ccc1N1CCCC1	-3	5%	-3	-4%	-4	-23	?	?	-10%	-22%
CCOC(=O)c1c(C)[nH]c(C=C2C(=O)CCCC2=O)c1O	2	-4%	-13	1%	1	-14	2%	9%	21%	2%
CS(=O)(=O)Nc1ccc2c(c1)OCC(=O)N2Cc1ccccc1	6	2%	-10	-2%	2	1	-7%	0%	5%	16%
Cc1ccc(CSc2nnc(-c3ccncc3)n2C)cc1	13	·	-4	0%	-2	-1	0%	-4%	5%	18%
CC(C)(C)c1ccc(Cn2c(=N)n(CC(O)c3ccco3)c3ccccc32)cc1 (stereo not given)	4	1%	?	1%	-85*	-1	28%	4%	-4%	-69%[inhibitor]
CC1CC(C)CN(C(=O)c2ccc3nc[nH]c3c2)C1 (stereo not given)	2	1%	6	-3%	0	·	30%	1%	0%	14%
CC1=C(C#N)C(=O)N(C)C(C)(C)C1	-1	0%	6	-1%	-13	0	2%	-2%	1%	3%
Cc1cc(C(=O)OC(C)C(=O)Nc2cccc(S(=O)(=O)N3CCOCC3)c2)c(C)o1 (stereo not given)	9	·	0	2%	-4	6	8%	6%	-2%	4%
O=C(CNC(=O)c1ccc(N2C(=O)c3ccccc3C2=O)cc1)OCC(=O)c1ccccc1	-2	-3%	-4	2%	-3	-3	-4%	·	4%	?
Cc1c(NC(=O)c2ccc3ncccc3c2)c(=O)n(-c2ccccc2)n1C	0	-2%	14	-2%	-5	1	-2%	7%	5%	16%
Cn1c(Cn2c(=O)sc3ccccc32)nnc1SCC(=O)Nc1ccc(F)cc1	2	4%	2	0%	-8	2	1%	-15%	-1%	-5%
CC1(N=Cc2cc(Cl)ccc2O)COP(=O)(NC2CCCC2)OC1 (stereo not given)	·	·	-5	·	-12	·	·	·	0%	-3%
Nc1c(C(=O)N2CCCC2)sc2nc3c(cc12)CCCCCC3	24	5%	-5	1%	-9	-1	-3%	·	274%[activator]	-4%
COc1ccc2c(c1OC)C(=O)N1c3ccccc3C(=O)N(c3ccccc3)C21 (stereo not given)	-1	1%	8	-1%	-26	2	-5%	-1%	-3%	32%
CCC(=O)Nc1cccc(C2=NOC3(C2)C[C@@H](C(N)=O)N(C(=O)CC(c2ccccc2)c2ccccc2)C3)c1 (stereo not given in full)	17	16%	6	-3%	-5	3	4%	-3%	-7%	11%
N#Cc1cc(-c2ccccc2)oc1NC(=O)c1ccccc1	?	·	-3	-4%	-1	2	6%	4%	-5%	0%
OCCn1c(C(F)(F)F)nc2ccccc21	4	3%	5	-1%	-4	4	6%	0%	4%	29%

Pulled one by one from the list above, 2 records:
SMILES	TRPV1 ag	A-T KAP1 phos	KCNH2 3.1 block	GALK inh	KCNH2 WT inh	FBPA coupling cs	MLL CXXC-DNA inh	MBNL1 CUG block	ASM inhibitor	Integrin act MD
CC(C)(C)c1ccc(Cn2c(=N)n(CC(O)c3ccco3)c3ccccc32)cc1 (stereo not given)	4	1%	?	1%	-85*	-1	28%	4%	-4%	-69%[inhibitor]
Nc1c(C(=O)N2CCCC2)sc2nc3c(cc12)CCCCCC3	24	5%	-5	1%	-9	-1	-3%	·	274%[activator]	-4%
